All columns: NCI-60 one-dose screen, growth in % after 48 h at 10 µM unless noted; 100 = growth as untreated, 0 = no growth, -100 = all killed.
HS 578T – HS 578T breast cancer. 78,000 tested, 4.1% active
MALME-3M – MALME-3M melanoma; 78,000 tested, 5.8% active; AID 1794766
T-47D – T-47D breast cancer; 79,000 tested, 5% active
LOX IMVI – LOX IMVI melanoma. 79,000 tested, 7.4% active
BT-549 – BT-549 breast cancer. 78,000 tested, 4.4% active. AID 1794793
MCF7 – MCF7 breast cancer; 82,000 tested, 6.3% active
UACC-62 – UACC-62 melanoma; 81,000 tested, 5.4% active
UACC-257 – UACC-257 melanoma. 78,000 tested, 4.4% active. AID 1794764
An asterisk follows results filed as active; . = no result given; & = joins results of further samples. How the source made its calls: active means growth percent below 10; inactive means the rest. An excerpt. The share of hits here may be higher or lower than overall.

molecule | HS 578T | MALME-3M | T-47D | LOX IMVI | BT-549 | MCF7 | UACC-62 | UACC-257
Cc1cc[n+](C)cc1 | 112.3 | 105.9 | 99.8 | 103.7 | . | 101.9 | 117.6 | 96.7
Nc1cc2nc3ccccc3nc2cc1N | 76.8 | 122.0 | 52.7 | 80.8 | 94.0 | 23.5 | . | .
COC(=O)C(Br)C(C)Br (configuration not stated) | 109.3 | 100.8 | 107.5 | 49.6 | 95.2 | 99.7 | 107.2 | 85.4
C=CC1=C[C@@H]2[C@@H]3O[C@]4(CC[C@H](O4)[C@@H](C)C[C@@H](O)C3=O)C[C@H](O)C3=NCC[C@@]32CC1 | -29.6* | -82.2* | -14.6* | -59.9* | -31.9* | -11.8* | -68.3* | -31.5*
Oc1ccc(Cl)cc1Cl | 110.8 | 112.9 | 101.2 | 99.6 | 104.9 | 103.2 | 110.1 | 105.8
O=C1CN(O)C(c2ccccc2)=c2cc(Cl)ccc2=N1 | 98.1&113.0 | 100.1&118.2 | 102.1&93.2 | 95.8&101.5 | 95.0&119.9 | 68.5&90.3 | 96.8&97.6 | 117.9&105.1
Cc1cc([N+](=O)[O-])c(O)c([N+](=O)[O-])c1C | 103.4 | 127.7 | 97.1 | 95.6 | 90.3 | 89.5 | 108.5 | 93.3
COC(=O)[C@@H](NC(=O)c1cn(CCC2CCCCC2)c2ccccc12)C(C)C | 89.4 | 100.2 | 73.0 | 65.1 | 86.1 | 79.8 | 59.2 | 91.1
CCC(CO)NC1CCCCC1 (configuration not stated) | 91.2 | 86.1 | . | 27.9 | 108.4 | 63.4 | 91.9 | 89.9
S=C(S)N1CCCCC1 | 150.8 | 119.4 | 88.7 | 100.5 | 99.9 | 89.3 | 86.3 | 95.8
O=C(CCCc1ccc([N+](=O)[O-])cc1)Nc1ccccc1S(=O)(=O)F | 105.5 | 112.0 | 106.6 | 100.2 | 105.7 | 100.3 | 99.9 | 93.1
O=C1C=CC(=O)O1 | 85.2&119.5 | 133.7&101.5 | 94.8&112.0 | 108.9&108.7 | 105.3&107.1 | 87.6&104.1 | 104.4&104.5 | 110.9&110.9
CCCCn1cc(C(=O)/C(C#N)=C/c2cc3ccccc3nc2Cl)c2cc(OC)ccc21 | 88.6 | 88.6 | 80.4 | 74.0 | 91.7 | 72.0 | 81.4 | 98.5
COc1cc2c(cc1OC)CN(C)C(C)C2 (configuration not stated) | 107.2 | 95.9 | 97.3 | 95.1 | 114.6 | 95.5 | 89.4 | 104.3
COc1cc(C=O)cc(OC)c1OC | 113.0 | 104.6 | 100.9 | 104.2 | 112.9 | 115.9 | 104.6 | 89.9
COC(=O)COc1ccc(Cl)cc1Cl | 86.5 | 97.6 | 97.1 | 100.4 | 102.2 | 94.9 | 98.4 | 99.9
O=C1CC(=O)NC(=O)N1 | 96.9 | 107.6 | 102.4 | 97.3 | 123.6 | 97.2 | 98.2 | 75.8
Cc1cc(C)c(NC2=NCCS2)cc1C | 108.4 | 120.3 | 93.5 | 93.1 | 123.1 | 94.5 | 105.4 | 101.0
c1ccc(C2CN2C2CCCCC2)cc1 (configuration not stated) | 90.7 | 94.8 | 113.2 | 94.7 | 98.5 | 97.7 | 99.8 | 99.3
Cc1cc[n+](C(C)(C)C)o1 | 128.9 | 132.1 | 116.9 | 57.1 | 87.7 | 96.8 | 110.8 | 93.3
CC(Oc1ccc(-c2ccccc2)cc1)C(=O)O (configuration not stated) | 110.3 | . | 98.4 | 103.5 | 105.9 | 103.0 | . | 99.2
COC(=O)C1=C(Nc2ccccc2)C(=O)OC12C(=O)Nc1ccccc12 (configuration not stated) | 91.2 | 93.0 | 95.5 | 82.7 | 91.8 | 93.2 | 90.0 | 104.1
CNC(Cc1ccccc1)c1ccc(C)cc1 (configuration not stated) | 99.0 | 101.1 | 98.6 | 91.1 | 95.7 | 88.1 | 92.7 | 96.9
CC(=O)O[C@H]1CC[C@H]2[C@@H]3CC=C4c5nc(-c6ccc(Br)cc6)sc5CC[C@]4(C)[C@H]3CC[C@]12C | 62.4 | 113.3 | 81.6 | 97.2 | 82.5 | 89.8 | 84.3 | 92.8
C[C@]12C[C@H](c3ccoc3)OC(=O)[C@H]1CC[C@@]1(C)[C@@H]2[C@H]2C=C[C@]1(O)C(=O)O2 | 106.9 | 101.1 | 102.6 | 105.7 | 86.5 | 92.7 | 92.5 | 86.2

By substructure, the entries above with a carbonyl joined to an NH by a bond outside any ring.
molecule | HS 578T | MALME-3M | T-47D | LOX IMVI | BT-549 | MCF7 | UACC-62 | UACC-257
COC(=O)[C@@H](NC(=O)c1cn(CCC2CCCCC2)c2ccccc12)C(C)C | 89.4 | 100.2 | 73.0 | 65.1 | 86.1 | 79.8 | 59.2 | 91.1
O=C(CCCc1ccc([N+](=O)[O-])cc1)Nc1ccccc1S(=O)(=O)F | 105.5 | 112.0 | 106.6 | 100.2 | 105.7 | 100.3 | 99.9 | 93.1

New compounds follow:
molecule | HS 578T | MALME-3M | T-47D | LOX IMVI | BT-549 | MCF7 | UACC-62 | UACC-257
CC(=O)N1N=C(c2ccc(F)cc2)CC1c1sc(N(CCCl)CCCl)nc1Cl (configuration not stated) | 87.7 | 114.3 | 74.3 | 90.8 | 89.5 | 93.9 | 52.9 | 88.7
O=P(N1CCCCCC1)(N1CCCCCC1)N1CC1 | 103.2 | 98.7 | 92.2 | 105.0 | 105.0 | 97.9 | 90.3 | 116.7
O=C1CC(c2cc3ccccc3[nH]c2=O)Nc2ccccc21 (configuration not stated) | 99.7 | 106.2 | 94.3 | 98.2 | 94.3 | 101.6 | 96.3 | .
NC(N)=N/N=C\c1ccc(/C=N/N=C(N)N)cc1 | 108.1 | 146.2 | 77.8 | 95.2 | . | 102.9 | 94.6 | 82.6
O=CN1N=C(c2ccc3c(c2)OCO3)CC1c1sc(N(CCCl)CCCl)nc1Cl (configuration not stated) | 79.8 | 105.8 | 84.1 | 100.4 | 94.7 | 88.9 | 77.5 | 84.4
C=CC(O)CN1CC1 (configuration not stated) | 111.8 | 111.9 | 102.6 | 92.7 | 100.6 | 102.4 | 106.4 | 105.7
O=C(O)c1nn(Cc2ccc(Cl)cc2Cl)c2ccccc12 | 106.7 | 104.3 | 94.8 | 93.1 | 110.3 | 105.2 | 95.4 | 101.1
O=C(O)CC(Br)C(=O)O (configuration not stated) | 108.9 | 99.4 | 95.5 | 102.7 | 99.5 | 96.9 | 103.2 | 80.9
C/C=C1/CN2CCC1CC2C(O)c1ccnc2ccc(O)cc12 (configuration not stated) | 120.3 | 88.5 | 111.5 | 97.4 | 98.6 | 100.0 | 98.0 | 94.5
c1cc[n+](CCCCCCCCCC[n+]2ccccc2)cc1 | 108.5 | 102.2 | 83.7 | 93.4 | . | 99.2 | 78.4 | 103.3
Clc1ccc(-c2csc3cccc[n+]23)cc1 | 107.8 | 92.4 | 95.9 | 100.7 | 97.6 | 90.4 | 102.7 | 105.0
CN(N=O)C(=O)NC(N)=O | 129.9 | 109.8 | 101.2 | 88.8 | 134.7 | 110.2 | 101.5 | 111.9

Entries of single compounds, quoted from the list:
C/C=C1/CN2CCC1CC2C(O)c1ccnc2ccc(O)cc12 (configuration not stated) as listed: HS 578T: 120.3; MALME-3M: 88.5; T-47D: 111.5; LOX IMVI: 97.4; BT-549: 98.6; MCF7: 100.0; UACC-62: 98.0; UACC-257: 94.5
NC(N)=N/N=C\c1ccc(/C=N/N=C(N)N)cc1 as listed: HS 578T: 108.1; MALME-3M: 146.2; T-47D: 77.8; LOX IMVI: 95.2; BT-549: .; MCF7: 102.9; UACC-62: 94.6; UACC-257: 82.6
C=CC(O)CN1CC1 (configuration not stated) as listed: HS 578T: 111.8; MALME-3M: 111.9; T-47D: 102.6; LOX IMVI: 92.7; BT-549: 100.6; MCF7: 102.4; UACC-62: 106.4; UACC-257: 105.7

Screening data deposited in PubChem by NCI.
